PMI inhibitors: inhibitors of human PMI, primary screen, biochemical, fluorescence intensity, coupled assay (AID 1209); purified PMI enzyme, coupled fluorescence intensity; higher % means a stronger effect; one-dose inhibition, % at 20 µM; IC50 in µM for titrated hits; hit rate 0.42% among 190,000;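 also: plate controls were DMSO vehicle for no effect and wells lacking substrate for full effect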
HEK293 NOD2/NF-kB: inhibition of NOD2-driven NF-kB reporter – cell-based, luminescence, uHTS, HEK293 (AID 1566); HEK293 NOD2/NF-kB luciferase reporter, luminescence; higher % means a stronger effect; inhibition, % at 4 µM; hits with a dose series show EC50 in µM; hit rate 0.63% among 290,000; also: many of its hits are not listed in these tables
PMI inhibition: MPI inhibition at elevated mannose 6-phosphate – biochemical, fluorescence intensity, high mannose 6-phosphate, primary screen (AID 1220). inhibition, % at 20 µM, or IC50 in µM where a hit was titrated. hit rate 0.66% among 190,000. recombinant PMI enzyme, coupled fluorescence intensity; higher % means a stronger effect
KOR beta-arrestin-1: kappa opioid receptor activators – cell-based, luminescence, uHTS, primary screen (AID 1777); KOR beta-arrestin recruitment, luminescence; higher % means a stronger effect; one-dose activation, % at 10 µM; EC50 in µM for titrated hits; hit rate 0.02% among 280,000; in the data active = activation above about 50%, passing the limit was not always enough; also: a part of the inactive calls stands beside numbers as strong as those of hits
TNAP activators: stimulation of alkaline phosphatase TNAP activity – biochemical, luminescent, no phosphate acceptor, uHTS, primary screen (AID 1001); purified TNAP, luminescent activation assay, no phosphate acceptor; higher activation fold means a stronger effect; one-dose activation fold at 20 µM; EC50 in µM for titrated hits; hit rate 0.03% among 200,000; in the data active = activation fold from about 3, or a potency from the dose series; inactive = the rest, 99 in 100 with activation fold below about 1.6; also: many of its hits are not listed in these tables
XIAP displacement: XIAP antagonists, biochemical, IAP family, fluorescence polarization (AID 1018) | hit rate 0.007% among 200,000 | XIAP BIR domain, fluorescence polarization peptide displacement; higher % means a stronger effect | one-dose displacement, % at 20 µM; IC50 in µM for titrated hits; in the data active = displacement above about 50%; also: a part of the inactive calls stands beside numbers as strong as those of hits
LYP inhibition: PTPN22 lymphoid phosphatase activity blockers – biochemical, fluorescence intensity, uHTS (AID 1779); one-dose inhibition, % at 11.5 µM; IC50 in µM for titrated hits; recombinant LYP phosphatase, fluorescence intensity; higher % means a stronger effect; hit rate 0.054% among 290,000;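 also: plate controls were vehicle with enzyme for no effect and no enzyme for full effect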
KOR beta-arrestin-2: kappa opioid receptor blockers – cell-based, luminescence, uHTS (AID 1778) | hit rate 0.091% among 290,000 | inhibition, % at 10 µM, or IC50 in µM where a hit was titrated | KOR beta-arrestin recruitment, luminescence, antagonist mode; higher % means a stronger effect; also: strong numbers were not always called active
NOD1 inhibition: inhibition of NOD1-driven NF-kB reporter – cell-based, luminescence, uHTS, primary screen (AID 1578); NOD1-driven NF-kB luciferase reporter cells, luminescence; higher % means a stronger effect; one-dose inhibition, % at 4 µM; EC50 in µM for titrated hits; hit rate 1% among 290,000; in the data active = inhibition mostly above about 36%, no sharp cut-off; inactive = mostly below about 34%;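 also: HEK-293T reporter cells stimulated with the NOD1 agonist gamma-tri-DAP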
Starred values were filed as active, the others as inactive; / = no result given; [ ] = dose if it differs, or a comment. Rule as the data show it, unless noted: active = inhibition above about 50%; inactive = the rest. Only part of the results is shown. The share of hits here may be higher or lower than overall.

PMI inhibitors,HEK293 NOD2/NF-kB,PMI inhibition,KOR beta-arrestin-1,TNAP activators,XIAP displacement,LYP inhibition,KOR beta-arrestin-2,canonical_smiles,NOD1 inhibition
-3%,-12%,-1%,5.1%,1,-2.7%,0%,-18%,CCOc1ccccc1NC1=CC(=O)CC(c2ccccc2)C1 (configuration not stated),-8%
-8%,22%,-6%,-0.5%,1,-3.9%,-3%,-15%,O=C(NCCCN1CCC(Cc2ccccc2)CC1)C1CCN(S(=O)(=O)N2CCOCC2)CC1,0%
/,-7%,/,-7.1%,/,/,-5%,9%,COC(=O)c1nn(-c2ccc(OC)cc2)ccc1=O,-3%
1%,12%,-1%,3.5%,1.1,-3.3%,-9%,-46%,COCc1nc2ccccc2n1CCOc1ccccc1OC,-15%
8%,-6%,7%,-1.1%,1.1,-4.5%,2%,-27%,Cc1ccc(S(=O)(=O)N2CCC(=O)N(C(COCc3ccc(Cl)c(Cl)c3)Cc3ccccc3)CC2)cc1 (configuration not stated),-37%
1%,-7%,7%,13%,1,-0.3%,-1%,15%,CCOC(=O)c1cccc(NC(=O)CSc2nnc(CNc3ccc(C)cc3)n2CC)c1,-17%
/,-3%,/,0.2%,/,/,-10%,-48%,NC(=O)CSc1oc(-c2ccco2)nc1S(=O)(=O)c1ccc(Br)cc1,-22%
-64%,-4%,-141%,2.7%,1,-17%,-11%,-38%,CC(CN(C)Cc1ccccc1)OC(=O)c1cccc(F)c1 (configuration not stated),24%
-4%,-2%,-5%,-2.2%,1.1,5.5%,-6%,-29%,CSCCC(NC(=O)c1cc([N+](=O)[O-])ccc1Cl)C(=O)O (configuration not stated),-7%
/,-9%,/,1.3%,/,/,-2%,2%,CCCc1n[nH]c2c1/C(=N\OCC)CC(C)(C)C2,-13%
-5%,3%,-3%,-2.4%,1.2,-5.0%,-1%,24%,COc1ccc(C(CNC(=S)NCc2ccccc2)N2CCCC2)cc1 (configuration not stated),-11%
-15%,-7%,-11%,4.4%,0.9,-1.2%,-3%,-24%,CCCC(c1nnnn1CCC(C)C)N1CCC(C(N)=O)CC1 (configuration not stated),8%
/,-52%,/,-2.1%,/,/,-1%,-30%,O=C(N/N=C/c1ccc2c(c1)OCO2)c1cccc(NC(=O)c2ccccc2Cl)c1,-30%
0%,15%,0%,0.0%,1,-3.9%,-7%,-60%,CCc1nnc(NC(=O)C2CCN(S(=O)(=O)c3ccc(C)cc3)CC2)s1,-31%
-5%,-40%,5%,21%,1.1,-8.5%,-1%,-14%,Cc1ccc(S(=O)(=O)c2c(N)n(CCN3CCOCC3)c3nc4ccccc4nc23)cc1C,-15%
/,-11%,/,-1.2%,/,/,0%,-16%,Cc1ccc(NC(=O)CSCc2cc(=O)n3nc(C4CC4)sc3n2)cc1,-35%
17%,-27%,10%,-4.5%,1.1,-21%,-7%,-18%,COC(=O)N/N=C/c1ccc(-c2ccc(Cl)c(Cl)c2)o1,0%
-2%,6%,-11%,4.4%,1.1,0.0%,-6%,-29%,CC(C)(C)N(NC(=O)Nc1ccc(Cl)cc1)C(=O)c1ccccc1,9%
0%,-7%,-9%,-2.2%,1.2,-2.6%,-4%,39%,COc1ccc(/C=C/C(=O)NCc2cccnc2)cc1,-20%
-11%,12%,-15%,-7.5%,1.1,-1.5%,-3%,12%,CCCn1c(=O)c(C(=O)Nc2ccccc2)c(O)c2ccccc21,-13%
8%,18%,6%,-5.6%,1.1,-6.9%,-8%,33%,C=CCNC(=O)c1c(Cl)nc(C)c([N+](=O)[O-])c1C,-9%
9%,7%,17%,-2.8%,1,-6.8%,-4%,-6%,Cc1cccc(NCc2nc(SCC(N)=O)n[nH]2)c1,2%
-8%,12%,-8%,-1.9%,1,-4.0%,-5%,-4%,Cc1[nH]c2ccccc2c1C(=O)C(=O)NCCc1ccc(S(N)(=O)=O)cc1,-6%
/,6%,/,3.9%,/,/,0%,-30%,CCCc1c(C(=O)N/N=C/c2c(OC)ccc3ccccc23)nnn1-c1nonc1N,-4%
-4%,-15%,-3%,10%,1,0.7%,4%,-149%,COC(=O)c1ccc(C)c(NS(=O)(=O)c2ccc(OC)cc2)c1,-38%
-12%,-10%,-10%,0.3%,1,-6.9%,-6%,-73%[20 µM],CSc1nnnn1-c1ccc(Cl)cc1,16%
8%,-8%,2%,6.2%,1.1,-2.0%,-8%,-29%,Cn1c(=O)c2c(nc(CN3CCN(C(=O)c4ccco4)CC3)n2CCCc2ccccc2)n(C)c1=O,-7%
-1%,3%,-5%,1.3%,1,-0.7%,6%,-40%,CC(C)(C)NC(=O)NC(=O)CSc1ncc(C(F)(F)F)cc1Cl,-4%
13%,-67%,10%,-3.4%,1,-1.2%,-5%,-15%,CC(=O)Nc1ccc(N/C=C/C(=O)c2ccco2)cc1,-27%
5%,12%,-3%,0.4%,1.1,-5.7%,-8%,-18%,O=C(O)CCCCCn1c(SCC(=O)N2CCCC2)nc2ccsc2c1=O,16%

Full records as entered above. Order of values: PMI inhibitors | HEK293 NOD2/NF-kB | PMI inhibition | KOR beta-arrestin-1 | TNAP activators | XIAP displacement | LYP inhibition | KOR beta-arrestin-2 | NOD1 inhibition
`Cc1cccc(NCc2nc(SCC(N)=O)n[nH]2)c1` is entered as 9% | 7% | 17% | -2.8% | 1 | -6.8% | -4% | -6% | 2%
`Cc1ccc(NC(=O)CSCc2cc(=O)n3nc(C4CC4)sc3n2)cc1` is entered as / | -11% | / | -1.2% | / | / | 0% | -16% | -35%
`Cc1ccc(S(=O)(=O)N2CCC(=O)N(C(COCc3ccc(Cl)c(Cl)c3)Cc3ccccc3)CC2)cc1` (configuration not stated) is entered as 8% | -6% | 7% | -1.1% | 1.1 | -4.5% | 2% | -27% | -37%
`CC(CN(C)Cc1ccccc1)OC(=O)c1cccc(F)c1` (configuration not stated) is entered as -64% | -4% | -141% | 2.7% | 1 | -17% | -11% | -38% | 24%
`CCCc1n[nH]c2c1/C(=N\OCC)CC(C)(C)C2` is entered as / | -9% | / | 1.3% | / | / | -2% | 2% | -13%

Next compounds follow:
PMI inhibitors,HEK293 NOD2/NF-kB,PMI inhibition,KOR beta-arrestin-1,TNAP activators,XIAP displacement,LYP inhibition,KOR beta-arrestin-2,canonical_smiles,NOD1 inhibition
15%,25%,16%,-9.0%,1.1,0.2%,-9%,-9%[20 µM],CSc1ccccc1C(=O)Nc1cc([N+](=O)[O-])ccc1C,-18%
/,17%,/,-3.4%,/,/,-8%,28%,Cn1c(=O)oc2cc(S(=O)(=O)CCC(=O)N3CCN(c4ccccc4)CC3)ccc21,17%
-11%,18%,-17%,-1.2%,1.2,-4.1%,-3%,-22%,C=CCn1c(=NC(=O)c2cc(-c3cccs3)nc3ccccc23)sc2cc(S(N)(=O)=O)ccc21,-1%
-8%,7%,-4%,-10%,1.1,-2.4%,-8%,-12%,CCCCNC(=O)COC(=O)c1ccc(NS(=O)(=O)c2ccc3c(c2)OCCO3)cc1,15%
/,-36%,/,0.3%,/,/,-7%,-41%,CCOc1ccccc1/C=C/c1onc(C)c1S(=O)(=O)N1CCC(C(=O)NC(C)C)CC1,-12%
/,10%,/,/,1,-0.4%,0%,-13%[20 µM],COCCNc1nc2nonc2nc1N(C)Cc1cccc2cnccc12,-68%
4%,9%,6%,-4.9%,1,-6.4%,-2%,18%,Cc1cc(=O)[nH]c2c1c(C)nn2-c1ccccc1,-2%
24%,11%,48%,2.0%,1,-18%,1%,4%,COc1cc(/C=C(\C#N)c2nc3ccc(C)cc3[nH]2)c([N+](=O)[O-])cc1OC,-21%
/,-4%,/,-1.3%,/,/,-9%,-9%,CN(CC(=O)NC1CC(C)(C)NC(C)(C)C1)S(=O)(=O)c1ccc(Br)cc1,-24%
14%,-48%,2%,-1.0%,1.1,-9.0%,-8%,-28%,O=C(/C=C/c1c(F)cccc1Cl)Nc1nc2ccccc2[nH]1,-47%
7%,10%,5%,12%,0.9,-1.4%,-5%,-12%,C=CCNC(=S)NNc1ncnc2sc3c(c12)CC(C)(C)OC3,7%
-32%,-47%,-18%,8.3%,1,-5.1%,-1%,-58%,COc1ccc(N=C2NC(=O)/C(=C\c3ccco3)S2)cc1,30%
-4%,11%,-5%,-2.9%,1.1,-3.4%,-9%,-46%,C/C(=N\NS(C)(=O)=O)c1ccc(C)cc1,-11%
/,13%,/,2.8%,/,/,-6%,-10%,CCN1CCN(CCNC(=O)c2cc(Cl)c(NC(=O)C3=C(C)OCCS3)cc2OC)CC1,22%
/,8%,/,4.3%,/,/,-5%,-29%,COc1ccc(S(=O)(=O)N(C)c2ccc(C(=O)N3CCN(c4ccccc4)CC3)cc2)cc1OC,-15%
-5%,-3%,-1%,-1.6%,1,-7.6%,-5%,5%,Cc1ccc[n+](CC(=O)Nc2cc(C(F)(F)F)ccc2Cl)c1,-12%
/,10%,/,3.4%,/,/,2%,24%,Cc1ccc(SCc2c(C(=O)N/N=C/c3ccccc3)nnn2-c2nonc2N)cc1,-2%
-4%,7%,-3%,0.4%,1.1,-4.3%,-6%,16%,Cc1cc(C)nc(SCc2nc3ccccc3n2C)n1,-15%
/,18%,/,2.5%,/,/,-6%,18%,CC(=O)c1ccc(OCC(O)CNCc2ccc3c(c2)OCO3)cc1 (configuration not stated),-2%
0%,4%,-2%,4.3%,1.1,-1.5%,4%,-24%,Cc1ccc(S(=O)(=O)N2CCCCC2)cc1NC(=O)Cn1ccc(C(F)(F)F)n1,-36%
-34%,-2%,10%,-7.5%,1.2,-2.1%,0%,-2%,COC(=O)c1ccc(COc2ccccc2/C=N/Nc2cccc(C(=O)O)c2)cc1,-26%
14%,-27%,16%,5.4%,1,-8.4%,3%,-3%,Cc1ccc(CN2CCN(CCCc3ccccc3)CC2CCO)cc1 (configuration not stated),31%
/,-18%,/,2.8%,/,/,-7%,-46%,CCC1CCc2sc(C(=O)N3CCCN(C)CC3)cc2C1 (configuration not stated),-39%
8%,32%,10%,6.3%,1,-5.6%,-6%,15%,Cc1nn(C)c(Cl)c1S(=O)(=O)N1CCC(CO)(CCc2ccccc2)CC1,-1%
14%,-120%,6%,-1.3%,1.1,0.2%,-4%,-22%,COc1ccc2c(=O)c(-c3nc(C)cs3)coc2c1,-30%
-12%,12%,-12%,-3.5%,1.1,-4.1%,-4%,9%,O=C(O)c1ccccc1-c1ccccc1C(=O)Nc1cccc(O)c1,-28%
/,12%,/,2.7%,/,/,0%,-12%,COc1ccc(C(=O)NNC(=O)C(=O)/C=C(\O)c2ccc(C)cc2)cc1,1%
/,-10%,/,-3.7%,/,/,-1%,4%,CC(NC(=O)NC(=O)c1cccc(Cl)c1)c1ccccc1 (configuration not stated),-10%
-1%,4%,1%,0.8%,1.1,0.9%,-5%,-4%,COC(=O)CSc1cc([N+](=O)[O-])cc2c1c(C1OCCO1)nn2-c1ccccc1,-28%

Assay outcomes deposited in PubChem by Sanford-Burnham Center for Chemical Genomics.
